HTR5A ag: counter-screen for OPRM1-OPRD1 agonists: human HTR5A agonism; P47898; HTR5A agonist assay, luminescence, cell-based; activation, % at 9.3 µM; 0.61% of 340,000 active; AID 504692; in the data active = activation mostly above about 9.5%, no sharp cut-off; inactive = mostly below about 7.6%;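 also: 0% = cells with vehicle only and 100% = reference agonist; strong numbers were not always called active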
SR-BI DiI inh: blocks mouse SR-BI lipid uptake from DiI-HDL; Q61009; inhibition, % at 12.5 µM; ldlA[mSR-BI] CHO cells, DiI-HDL uptake fluorescence, 3 h; 0.96% of 320,000 active;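 active = mean replicate inhibition of at least 70% and a set share of replicates each scoring 70 or more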;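 also: 0% = median of neutral control wells and 100% = median of positive control wells; values of inactives mirror those of a sister screen read the other way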
Target sequence (Q61009 whole entry, looked up): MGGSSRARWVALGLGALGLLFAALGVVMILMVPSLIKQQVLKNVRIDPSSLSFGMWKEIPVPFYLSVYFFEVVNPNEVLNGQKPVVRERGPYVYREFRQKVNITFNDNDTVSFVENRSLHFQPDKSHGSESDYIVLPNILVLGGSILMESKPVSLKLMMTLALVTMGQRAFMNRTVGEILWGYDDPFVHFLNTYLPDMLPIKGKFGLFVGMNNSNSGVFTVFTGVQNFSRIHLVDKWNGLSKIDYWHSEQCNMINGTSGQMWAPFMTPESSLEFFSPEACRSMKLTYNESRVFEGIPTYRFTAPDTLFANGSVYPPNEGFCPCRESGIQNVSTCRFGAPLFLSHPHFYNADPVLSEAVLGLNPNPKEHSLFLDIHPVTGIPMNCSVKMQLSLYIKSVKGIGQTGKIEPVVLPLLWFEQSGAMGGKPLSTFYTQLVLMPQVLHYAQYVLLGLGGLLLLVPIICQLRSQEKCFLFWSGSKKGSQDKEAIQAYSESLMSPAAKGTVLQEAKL
CDK5 inh: blocks human CDK5/p35 kinase activity | Q00535+Q15078 | Recombinant CDK5/p35, ADP-Glo luminescence, 60 min | inhibition, % at 10 µM | 0.01% of 330,000 active | AID 488839;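 active = highest replicate inhibition of at least 50% and at least 75% of replicates reaching 50%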;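 also: plate controls were DMSO neutral control for no effect and GW8510 at 10 µM for full effect; many of its hits are not listed in these tables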
PvdQ acylase: P. aeruginosa PvdQ acylase inhibition; purified PvdQ acylase, fluorescence plate reader; inhibition, % at 10 µM; 0.063% of 340,000 active; in the data active = inhibition above about 30%, passing the limit was not always enough;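 also: 0% = vehicle neutral wells and 100% = reference inhibitor wells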
Rtt109 Vps75: blocks Candida albicans Rtt109/Vps75 acetyltransferase activity. Q5AAJ8. purified Rtt109/Vps75, ThioGlo CoA-SH fluorescence, 4 h. inhibition, % at 34.9 µM. 0.16% of 330,000 active. AID 540336;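 active = inhibition of at least 50% in every replicate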
Target sequence (Q5AAJ8 whole entry, looked up): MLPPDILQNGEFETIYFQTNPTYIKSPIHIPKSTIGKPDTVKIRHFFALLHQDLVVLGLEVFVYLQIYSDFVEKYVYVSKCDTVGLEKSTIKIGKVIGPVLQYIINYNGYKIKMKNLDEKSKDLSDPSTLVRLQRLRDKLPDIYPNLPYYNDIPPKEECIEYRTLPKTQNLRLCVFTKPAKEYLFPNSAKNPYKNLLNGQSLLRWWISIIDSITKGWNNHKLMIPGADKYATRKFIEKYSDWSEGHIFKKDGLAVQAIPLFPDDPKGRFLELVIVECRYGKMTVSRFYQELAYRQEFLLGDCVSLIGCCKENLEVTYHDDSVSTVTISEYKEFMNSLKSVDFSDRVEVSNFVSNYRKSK
MITF act: activators of MITF-driven TRPM1 promoter activity in SK-MEL-5 cells. AID 588334. SK-MEL-5 TRPM1-promoter luciferase, 24 h; % of positive control, neutral wells = 0. 0.75% of 300,000 active. activation, % at 12.5 µM;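 active = mean activation of at least 80% with every replicate also reaching 80%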;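 also: 0% = neutral control wells and 100% = parthenolide positive control wells; values of inactives mirror those of a sister screen read the other way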
RTF Ca sens act: increases calcium sensitivity of human cardiac regulated thin filaments | P19429+P45379 | IANBD-labeled TnC RTF fluorescence at EC20 calcium; 0% EC20 calcium, 100% full calcium | activation, % at 7.2 µM | 0.24% of 340,000 active | AID 493008;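 active = activation above the mean over all tested compounds plus 3 SD, cut at about 30% in these data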;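 also: rise in fluorescence read as greater calcium sensitivity of cardiac thin filaments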
SR-BI DiI-HDL act: enhances SR-BI lipid uptake from DiI-HDL; CHO ldlA[mSR-BI] cells, DiI-HDL uptake fluorescence, 3 h; 100 = double the neutral-control signal; activation, % at 12.5 µM; 0.096% of 320,000 active;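 active = mean replicate activation of at least 60% and every replicate at or above 60%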;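 also: 0% = median plate neutral-control signal and 100% = twice that signal; values of inactives mirror those of a sister screen read the other way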
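Assay system: LDL receptor-deficient CHO ldlA cells overexpressing murine SR-BI / Medium: BSA-supplemented, HEPES-buffered Ham's F12, pH 7.4 / Probe or stimulus: DiI-labelled HDL at 10 µg/mL final / Timing: compound with DiI-HDL co-incubation, 3 h at 37 °C / Technique: bottom-read cell fluorescence after medium removal, ex 550/em 595 nm / Measure: HDL uptake via cellular fluorescence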
dFosB activator: enhances mouse delta FosB homodimer DNA binding. activation, % at 25 µM. AID 493131. 0.99% of 340,000 active. purified delta FosB, TAMRA-CDK5 oligo fluorescence polarization; percent of positive-control signal above neutral wells;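 active = mean activation above about 17%, with every replicate also reaching it, limit read from the data, passing the limit was not always enough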;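 also: fluorescence polarization rise as delta FosB binds a TAMRA Cdk5 AP-1 oligo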
Wnt bcat act: activators of Wnt/beta-catenin signaling; Wnt/beta-catenin reporter cell assay, activator, plate reader; activation, % at 9.35 µM; 1.2% of 300,000 active; AID 743398; in the data active = activation above about 30%, passing the limit was not always enough;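 also: 0% = neutral control wells and 100% = positive control wells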
* = called active by the depositor; . = no result given; + = active, no number.

smiles	HTR5A ag	SR-BI DiI inh	CDK5 inh	PvdQ acylase	Rtt109 Vps75	MITF act	RTF Ca sens act	SR-BI DiI-HDL act	dFosB activator	Wnt bcat act
CCN(CC)CCN(C(=O)c1ccc(S(=O)(=O)N2CCOCC2)cc1)c1nc2cc3c(cc2s1)OCCO3	4	-2	-1.7	-15	-3	-7	-1	2	4	2
CN(Cc1ccc(F)cc1)C(=O)C(Cc1ccccc1)NC(=O)c1ccccc1 (stereo not drawn)	-10	-15	0.6	-5	9	-4	-9	15	-2	-1
CCOC(=O)c1cnc(-n2[nH]c(C)c(Cc3ccccc3)c2=O)[nH]c1=O	-2	-11	3.3	-4	4	-6	-5	11	-5	0
COc1ccc2noc3c2c1C(=O)c1ccccc1-3	4	-2	-0.5	-3	-7	-30	+	2	-35	9
COc1ccc(NS(=O)(=O)c2ccc(N3CCCC3)c(N)c2)cc1	0	1	0.8	-9	-5	-13	0	-1	-10	-4
Cc1ccc(Nc2nnc(SC/C(O)=C(\C#N)c3nc4ccccc4[nH]3)s2)c(C)c1	0	-23	2.6	-14	1	-7	-18	23	1	.
Cc1ccc(NC(=S)NC(=O)c2ccc(F)cc2)cc1S(=O)(=O)Nc1cccc(Cl)c1	-2	47	-0.7	2	0	-12	0	-47	10	-7
N#CCC(=O)Nc1ccc(C(=O)OCC(=O)Nc2cccc(C(F)(F)F)c2)cc1	-2	13	-4.3	-19	.	-13	-2	-13	-13	-5
COc1ccc(N2CCN(/C(=N\S(=O)(=O)c3ccccc3)Nc3nc(C)cc(C)n3)CC2)cc1	6	-17	-0.8	9	0	9	4	17	-6	-4
COc1ccc(CN(C)C(=O)c2ccc3ccccc3n2)cc1F	2	-8	0.6	2	-4	0	1	8	-4	-1
CN(C)CCN1C(=O)C(=O)/C(=C(/O)c2ccccc2)C1c1ccccc1F (stereo not drawn)	0	4	1.1	4	-8	-8	1	-4	8	.
Cc1ccccc1OCC(=O)Nc1cc(S(=O)(=O)N2CCOCC2)ccc1N1CCCC1	3	-13	-1.9	-6	10	4	0	13	-11	-4
COc1cc(-c2cc(C(F)(F)F)n3ncc(C(=O)O)c3n2)cc(OC)c1OC	1	-11	-0.1	10	12	-13	-3	11	-1	.
CC(SC1=Nc2ccccc2C2CC=NN12)C(=O)NC1(C#N)CCCCC1 (stereo not drawn)	1	11	-0.1	0	4	-8	-5	-11	-10	-3
Cn1c(=O)c(C(=O)NCCO)c(O)c2ccccc21	3	0	-0.7	-14	1	24	-3	15	-10	-7
CCCOc1ccc(-c2nnn(CC(=O)OCC)n2)cc1	3	-5	-2.2	-16	4	-3	1	5	0	.
Cc1ccc(NC(=O)CSc2nnc(CNC(=O)c3c(F)cccc3Cl)o2)cc1	-7	-11	-1.2	-6	-8	.	-3	11	-3	.
COc1ccc2nc(Nc3nc4ccc(NC(C)=O)cc4s3)sc2c1	3	6	1.5	-10	4	-14	0	-6	-3	0
Cc1ccc(-n2nc3c(=O)n(CC(=O)NCc4ccccc4)nc(C)c3c2C)cc1	-2	-7	-2.5	-11	-2	-18	-1	7	21*	-1
COc1ccc(NC2CCCN(C(=O)c3ccc(C)nc3)C2)cc1 (stereo not drawn)	-1	-1	0.7	-7	-14	7	-3	1	-6	4
NC1=NC(=O)CC(C(=O)Nc2cccc3ccccc23)S1 (stereo not drawn)	0	15	-0.1	-17	3	-4	2	-15	5	.
COc1ccc(CCOC(=O)c2cccc(NC(C)=O)c2)cc1	5	17	-5.0	-13	-4	23	6	-17	-12	-1
O=C(N/N=C\c1ccc(Cl)s1)C1COc2ccccc2O1 (stereo not drawn)	-5	-10	-6.0	-16	2	.	2	10	3	-2
COc1ccc(OC)c(-n2c(-c3cc(-c4ccc(F)cc4)n[nH]3)n[nH]c2=S)c1	6	15	4.4	1	4	-3	-4	-15	-2	-1
CC(C)CNS(=O)(=O)c1ccc(CCC(=O)N2CCC(C(N)=O)CC2)cc1	-1	-3	-0.3	3	5	13	1	3	2	-1
Cc1ccc(C)c(S(=O)(=O)N2CCN(C(=O)c3sccc3C)CC2)c1	-3	9	0.3	-5	-2	3	0	-9	3	-3
CC(=NCCN1CCN(C(C)=C2C(=O)c3ccccc3C2=O)CC1)C1=C(O)CC(C)(C)CC1=O	1	-6	1.0	-5	3	-7	-6	6	-2	1
CCCCCCCCCCNC(=O)C(=O)Nc1ccccn1	5	-52	-0.4	-9	-1	.	-3	52	-4	0
O=C(COC(=O)CN1C(=O)C2CCCCC2C1=O)NNC(=O)c1ccc(Cl)cc1 (stereo not drawn)	5	-17	0.1	-10	-1	5	4	17	-7	-4
Cc1nc2ccccc2n1CC(=O)NCCN1CCCC1	.	-7	0.2	-15	-11	5	4	7	0	.
O=C(CN1CCN(Cc2ccc(F)cc2)CC1)Nc1nc2ccccc2s1	7	19	-2.8	-24	-1	.	7	-19	2	-1
CCCNC(=O)c1ccc(Cn2cc(-c3ccc(OC)cc3)nc2C(C)N)cc1 (stereo not drawn)	13	-15	2.2	17	0	33	1	15	-4	6
CCOc1ccccc1OCC(=O)Nc1ccc(OC)c(S(=O)(=O)N2CCCCC2)c1	1	22	1.1	-15	5	0	5	-22	-10	0
COCCNC(=O)Cn1c(=O)n(Cc2ccc(C(=O)NCc3ccco3)cc2)c(=O)c2ccccc21	-1	-7	0.6	-11	2	5	-2	7	-10	.
Cc1csc(NC(=O)COc2ccc3c(c2)CCC3)n1	10	11	3.5	-5	-3	78	-6	-11	-9	20
Cc1cc(C(=O)C(C)OC(=O)c2cnccn2)c(C)n1-c1ccccc1 (stereo not drawn)	3	16	0.1	-21	.	21	0	-16	13	6
COc1cccc(NC2=C(Cl)C(=O)OC2OC(=O)c2ccco2)c1 (stereo not drawn)	2	15	-0.4	-7	-14	14	2	-15	7	.
CCC1([N+](=O)[O-])COC(c2ccc(OC)cc2)OC1 (stereo not drawn)	2	22	1.3	10	-4	-12	0	-22	-3	-5
CCOC(=O)c1c(C)[nH]c(C(=O)COC(=O)c2cnc(C)cn2)c1C	1	-8	0.0	3	24	-9	7	8	-14	-2
O=C(CNC(=O)c1ccc(Br)cc1)NCC(=O)OCC(=O)c1ccc([N+](=O)[O-])cc1	-1	-16	1.2	3	7	-6	4	16	-1	1

2 neighbouring records from above, quoted:
smiles	HTR5A ag	SR-BI DiI inh	CDK5 inh	PvdQ acylase	Rtt109 Vps75	MITF act	RTF Ca sens act	SR-BI DiI-HDL act	dFosB activator	Wnt bcat act
O=C(CN1CCN(Cc2ccc(F)cc2)CC1)Nc1nc2ccccc2s1	7	19	-2.8	-24	-1	.	7	-19	2	-1
CCCNC(=O)c1ccc(Cn2cc(-c3ccc(OC)cc3)nc2C(C)N)cc1 (stereo not drawn)	13	-15	2.2	17	0	33	1	15	-4	6

Next part:
smiles	HTR5A ag	SR-BI DiI inh	CDK5 inh	PvdQ acylase	Rtt109 Vps75	MITF act	RTF Ca sens act	SR-BI DiI-HDL act	dFosB activator	Wnt bcat act
COCCn1c(SCC(=O)Nc2cccc(C)c2)nnc1C(C)C	4	6	-0.7	-9	2	-3	11	-6	-3	-4
CCCCCCNC(=O)c1c(O)c2cccc3c2n(c1=O)CCC3	0	-5	-2.0	4	9	3	3	.	-6	.
COc1ccc(NC(=O)CSc2nc3c(c(=O)n2-c2ccc(C)cc2)SCC3)c(OC)c1	4	-8	1.4	8	-7	-14	-8	8	-8	1
CC1CN(C(=O)CN2C(=O)NC(C)(c3ccccc3)C2=O)CC(C)O1 (stereo not drawn)	-1	-4	1.0	-21	0	-6	0	4	-1	.
CCC(C)(C)n1nnnc1C(c1cccc(C#N)c1)N1CCN(c2cc(C)ccc2C)CC1 (stereo not drawn)	-4	40	0.4	-15	-7	-5	-4	-40	-13	.
O=C(CN1CCCCC1)NCC(=O)Nc1ccc(F)c(F)c1F	1	9	-8.1	-9	10	12	5	-9	2	-4
O=C(CSc1nnc(-c2ccc(Cl)cc2)n1Cc1ccco1)NCc1ccc2c(c1)OCO2	-4	-6	-1.0	-5	7	2	8	6	-11	.
COc1ccc(CNC(=O)COC(=O)C2CCN(S(=O)(=O)c3ccccc3C(F)(F)F)CC2)cc1	-1	-4	-0.6	-13	8	7	2	4	-17	.
C/C(Cc1ccccc1)=N/NC(=O)CCCC(=O)N/N=C(/C)Cc1ccccc1	1	17	0.7	-6	4	-1	1	-17	-8	-6
COc1ccccc1-c1nc2c(c(SCC(=O)N3CCCCC3)n1)Cc1c(CO)cnc(C)c1O2	1	-19	.	-14	4	-10	-9	19	-5	-1
O=C(NCC(=O)N(c1cccnc1)C(C(=O)NC1CCCCC1)c1ccccc1)c1ccco1 (stereo not drawn)	0	.	-3.6	-9	-12	7	-3	.	-4	-2
Cc1c(NC(=O)/C(C#N)=C/C2CC=CCC2)c(=O)n(-c2ccccc2)n1C (stereo not drawn)	-2	-6	-1.2	-5	-5	2	-6	6	-10	0
O=C(c1cccnc1)N(Cc1ccccc1)C(=O)c1cccnc1	6	-2	-1.0	-14	7	-6	1	2	3	-1
CC1CC(=O)N(c2ccc(C(C)C)cc2)C(=O)C1	2	2	-0.6	10	11	.	6	-2	-3	2
CCCCCOc1ccc(C(=O)N(Cc2ccco2)C2CCS(=O)(=O)C2)cc1 (stereo not drawn)	1	-16	0.4	-7	-2	-12	1	16	-8	-3
COc1c(/C=N/NC(=O)[C@H]2C[C@@H]2c2ccccc2)c(CCN(C)C(C)=O)cc2c1OCO2	2	.	-0.6	-11	0	-6	5	.	-7	-3
O=S(=O)(Nc1ccc2c(c1)OCCO2)c1c(F)cccc1F	-6	-7	0.4	-2	-4	12	1	7	7	3
O=C(N/N=C/c1cccn1-c1ccc([N+](=O)[O-])cc1)c1cccnc1	-4	89*	0.4	-6	9	.	2	-89	-14	-3
O=C(Cn1cccc1C(=O)c1ccccc1)NCc1ccco1	6	-4	-0.7	-15	-2	3	3	4	0	1
COC(=O)c1sccc1-n1cccc1C(=O)C(=O)N1CC(C)OC(C)C1 (stereo not drawn)	2	-7	-1.1	-11	-5	11	-1	7	-4	.
Cn1c(=O)[nH]c(=O)c2c1nc(CN1CCN(c3ccccc3F)CC1)n2CC(N)=O	.	-10	0.8	-7	3	-1	-1	10	-2	0
O=C(NCc1ccccc1Cl)c1ccccc1CCc1ccccc1	2	9	0.1	-14	3	77	-3	-9	-6	-4
O=C1C=C(c2cccc(O)c2)CCC1	-5	-8	1.5	0	1	14	-2	8	2	0
COc1ccc(S(=O)CC(=O)Nc2ccc(Cl)cc2Cl)cc1 (stereo not drawn)	3	-7	-0.2	-8	-7	6	-1	7	-1	-10
CC(C(=O)Nc1ccccc1)C(=O)Nc1ccccc1	2	-14	-1.4	-6	3	.	-2	14	-10	-2
CC(C)(C)c1ccc(C(=O)N2CCCCCC2=O)cc1	3	-11	-0.1	3	1	-82	0	11	5	-22

Screens: PubChem BioAssay, several laboratories
